Mcl1 Noxa PPI: Mcl-1/Noxa interaction inhibition; inhibition, % at 21.7 µM; Q07820; TR-FRET Mcl-1/Noxa peptide binding, 2 h; 220,000 compounds, 1.5% hits; AID 1022;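 active = compounds that cut the protein-peptide binding signal by more than 50% relative to plate controls in a single-dose test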;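 also: His-tagged Mcl-1 with rhodamine Noxa BH3 peptide and terbium anti-His antibody; 0% = Mcl-1 plus Noxa peptide wells and 100% = peptide-only wells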
Target sequence (Q07820 whole entry, looked up): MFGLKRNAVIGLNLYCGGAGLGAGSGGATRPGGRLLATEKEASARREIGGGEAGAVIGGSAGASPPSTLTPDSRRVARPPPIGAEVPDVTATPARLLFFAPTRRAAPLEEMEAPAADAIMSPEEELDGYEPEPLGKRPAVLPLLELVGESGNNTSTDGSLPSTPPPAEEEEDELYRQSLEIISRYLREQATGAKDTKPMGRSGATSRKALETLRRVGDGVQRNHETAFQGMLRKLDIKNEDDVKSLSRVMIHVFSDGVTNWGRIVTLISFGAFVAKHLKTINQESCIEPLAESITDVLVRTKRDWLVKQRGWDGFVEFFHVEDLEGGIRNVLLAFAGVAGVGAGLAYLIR
HRas wt GTP: changes GTP binding to wildtype human HRas. P01112. GST-Ras wt beads, Bodipy-FL-GTP binding, flow cytometry; actives lie on both sides. GTP binding activity, % at 10 µM. 190,000 compounds, 0.14% hits. AID 759;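 active = GTP binding activity at least 20% away from the 100% baseline, either lowered as inhibitor or raised as activator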;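 also: 0% = unlabeled GTP competition control and 100% = no-compound control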
Target sequence (P01112 whole entry, looked up): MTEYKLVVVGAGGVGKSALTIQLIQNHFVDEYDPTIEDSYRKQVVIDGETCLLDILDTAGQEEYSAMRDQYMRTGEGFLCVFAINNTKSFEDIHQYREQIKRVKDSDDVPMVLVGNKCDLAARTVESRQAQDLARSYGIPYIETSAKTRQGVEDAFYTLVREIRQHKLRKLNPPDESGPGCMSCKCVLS
Pf gamet viab: kills late stage P. falciparum gametocytes. P. falciparum stage V gametocytes, ATP luminescence, 24 h. inhibition, % at 10.9 µM. 150,000 compounds, 0.065% hits. AID 743093;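 active = inhibition above the mean plus 3 SD of compounds within the control limits, set per campaign, cut at about 38% in these data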;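 also: 0% = DMSO wells and 100% = medium only without gametocytes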
Mcl1-Bid inh: disrupts binding of human Mcl-1 to Bid peptide. inhibition, % at 21.7 µM. 220,000 compounds, 0.97% hits. Q07820. TR-FRET Mcl-1/Bid-Dy647 peptide binding, 1536-well;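 active = compounds that cut the binding signal by more than half at the single screening dose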;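 also: His-tagged Mcl-1 with europium anti-His antibody binding Bid BH3 peptide; 0% = Mcl-1 plus peptide wells and 100% = peptide-only wells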
RGS8-Gao reg: human RGS8-Galphao interaction regulation; multiplexed bead flow cytometry, RGS8-Galphao binding; actives lie on both sides; response (percent of control binding), % at 10 µM; 220,000 compounds, 0.34% hits; AID 1423; in the data active = response below about 60% or above about 140%; inactive = in between;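 also: Galphao activated as the GDP aluminium fluoride complex binding bead-coupled RGS8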
Target sequence (P09471 whole entry, looked up): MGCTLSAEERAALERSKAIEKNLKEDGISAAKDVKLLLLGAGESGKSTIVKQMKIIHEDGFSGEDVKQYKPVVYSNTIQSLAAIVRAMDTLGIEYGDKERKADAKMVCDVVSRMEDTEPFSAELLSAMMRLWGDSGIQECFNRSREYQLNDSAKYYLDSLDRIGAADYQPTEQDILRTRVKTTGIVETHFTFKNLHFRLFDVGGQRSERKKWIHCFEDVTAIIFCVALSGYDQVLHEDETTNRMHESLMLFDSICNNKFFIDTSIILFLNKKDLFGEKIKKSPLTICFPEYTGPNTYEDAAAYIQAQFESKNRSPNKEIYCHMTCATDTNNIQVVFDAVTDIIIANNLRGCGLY
Rac1 mut GTP: alters GTP binding to activated mutant human Rac1 | P63000 | GST-Rac1 activated beads, fluorescent GTP binding, flow cytometry; actives lie on both sides; 100% means binding = to untreated wells | percent activity (GTP binding), % at 10 µM | 190,000 compounds, 0.11% hits;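 active = GTP binding at least 20 percentage points away from the 100% baseline, in either direction, so actives lie on both sides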
Cdc42 wt GTP: modulators (inhibitors or activators) of GTP binding to human Cdc42 wildtype. P60953. GST-Cdc42 beads, Bodipy-GTP binding, flow cytometry; actives lie on both sides. percent activity (GTP binding), % at 10 µM. 190,000 compounds, 0.2% hits. AID 761;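 active = percent activity GTP binding at least 20 points away from the 100% baseline, either down as inhibitor or up as activator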;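 also: median bead fluorescence of bound Bodipy-FL-GTP at 100 nM; 0% = excess unlabeled GTP control and 100% = no compound control; below 100% means less GTP binding so inhibitor and above means activator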
Target sequence (P60953 whole entry, looked up): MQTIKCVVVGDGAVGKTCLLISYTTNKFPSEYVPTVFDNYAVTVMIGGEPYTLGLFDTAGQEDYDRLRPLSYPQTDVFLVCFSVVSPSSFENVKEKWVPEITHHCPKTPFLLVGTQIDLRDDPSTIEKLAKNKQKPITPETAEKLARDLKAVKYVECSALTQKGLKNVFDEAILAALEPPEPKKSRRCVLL
Rab7 wt GTP bind: modulators of GTP binding to dog Rab7 wildtype GTPase. 190,000 compounds, 0.055% hits. GST-Rab7 beads, fluorescent GTP binding, flow cytometry; actives lie on both sides; untreated = 100%, excess cold GTP = 0%. GTP binding activity (percent of control), % at 10 µM;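 active = fluorescent GTP binding to Rab7 beads changed by at least 20 points from the 100% baseline, either direction, mostly lower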;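 also: median green fluorescence of bound Bodipy-FL-GTP per Rab7 bead population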
Rab2 wt GTP: changes GTP binding to wildtype dog Rab2A, up or down; P61105; GST-Rab2 wt beads, Bodipy-GTP binding, flow cytometry; GTP binding activity, % at 10 µM; 190,000 compounds, 0.19% hits;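 active = GTP binding activity at least 20 points away from 100%, either lowered or raised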;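 also: 0% = beads with excess unlabeled GTP and 100% = no-compound control corrected for plate trend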
Rac1 wt GTP bind: modulators of human Rac1 wildtype GTP binding; GST-Rac1 beads, fluorescent GTP binding, flow cytometry; actives lie on both sides; 0 = cold GTP competed, 100 = untreated; 190,000 compounds, 0.27% hits; P63000; AID 757; GTP binding activity (% of control), % at 10 µM;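 active = GTP binding activity at least 20 points away from the 100% control level, either lower or higher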
Mcl-1 Bim block: inhibitors of Bim-Mcl-1 interaction, human; inhibition, % at 10 µM; Q07820; Bead-based flow cytometry, Bim peptide-Mcl-1 binding; 190,000 compounds, 0.1% hits; in the data active = inhibition above about 40%;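 also: 0% = no compound tracer wells and 100% = peptide blocker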
Starred values were filed as active, the others as inactive; x = not tested or not shown; [ ] = dose if it differs, or a comment.

SMILES	Mcl1 Noxa PPI	HRas wt GTP	Pf gamet viab	Mcl1-Bid inh	RGS8-Gao reg	Rac1 mut GTP	Cdc42 wt GTP	Rab7 wt GTP bind	Rab2 wt GTP	Rac1 wt GTP bind	Mcl-1 Bim block
CC1=NN(C(=O)Cn2nc([N+](=O)[O-])c(Br)c2C)C(O)(C(F)(F)F)C1 (stereo not given)	10	104	x	6	104	99	105	100	101	105	-2
CCC(=O)N1CCc2cc(Br)cc(S(=O)(=O)N(C)c3ccc(OC)cc3OC)c21	30	97	-1	-5	101	96	98	95	95	100	0
CCC(=O)Nc1ccc(NC(=O)CN2CCCC(C)C2)c(Cl)c1 (stereo not given)	-8	97	x	-59	101	93	97	99	98	96	-1
CCc1cccc2c(C(=O)CCl)c[nH]c12	5	98	-11	-12	101	99	101	96	96	102	-1
Cc1sc2nc(CC(=O)N3CCCC3)[nH]c(=O)c2c1C	-6	92	-23	1	92	95	101	101	104	97	-2
O=C(c1ccncc1)N1CCN(C(=O)c2cccc3ccccc23)CC1	-11	102	x	-33	98	105	105	99	99	111	2
C=CCn1c(SCC(=O)Nc2ncc(Cc3cc(Cl)ccc3Cl)s2)nnc1-c1ccncc1	x	95	x	49	102	92	96	97	95	93	0
Cc1ccc(SCCOCCN2CCc3ccccc3C2)cc1	30	98	-4	29	102	100	98	99	98	102	-7
C=C(C)Cn1c(Sc2nc3ccccc3[nH]2)nc2c1c(=O)[nH]c(=O)n2C	-14	98	x	-7	101	98	97	100	99	97	-2
O=C(COc1ccc(Cl)cc1)N/N=C/CCc1ccccc1	4	96	x	-9	99	91	92	94	92	93	0
COc1cccc(-c2nc3ccccc3c(=O)o2)c1	0	94	-9	-6	118	94	93	97	96	96	-1
Cc1cc(Cl)ccc1OCC(=O)NNC(=O)C1CCCO1 (stereo not given)	8	101	x	-26	103	95	97	96	98	101	1
COCCCNC(=O)c1cccc(NC(=O)c2ccccc2)c1	-11	101	x	-24	100	100	102	100	100	104	-4
COc1ccc(C(=O)N2CCN=C2SC)cc1OC	16	102	x	-5	103	102	105	99	104	105	-1
COc1ccc(C2CC(c3ccccc3)=NN2C(=O)CN2N=NC3C(=O)N(c4cccc(F)c4)C(=O)C32)cc1 (stereo not given)	-8	97	x	-29	101	94	99	98	96	102	-7
CC(C)N(C)C(=O)CCc1nnc(CCc2c[nH]c3ccccc23)o1	-1	93	-19	-44	100	94	95	96	93	95	-3
CC1C2C(C)N(C)C(=O)N(C)C2N(C)C(=O)N1C (stereo not given)	0	102	-5	-5	101	102	103	98	100	104	-3
CCOc1ccc(NC(=O)CCC(=O)NNC(=O)COc2ccc(C)cc2)cc1	12	96	-13	-13	102	95	95	98	97	99	1
COc1ccc(C2(C(=O)Nc3ccccc3)CCOCC2)cc1	16	102	-6	-47	97	102	101	104	101	104	-5
O=C(/C=C/c1ccco1)Nc1cccc(S(=O)(=O)N2CCOCC2)c1	14	97	x	-11	99	99	98	96	98	99	0
CCN1CC=C2C(C1)C(c1ccc(Cl)s1)C(C#N)=C(N)C2(C#N)C#N (stereo not given)	19	99	-34	-25	102	98	100	100	99	100	8
Cc1cc(NC(=O)COC(=O)COc2ccc3c4c(c(=O)oc3c2)CCC4)no1	11	96	-18	-17	101	93	95	103	99	97	-1
Cc1ccc(CN2CCN(Cc3nc(C(C)C)cs3)CC2CCO)cc1 (stereo not given)	-3	94	16	-16	102	92	92	104	99	91	0
CC12CCC(C(=O)Nc3ccccc3)(C/C1=N\O)C2(C)C (stereo not given)	11	102	x	11	103	102	105	101	102	105	-2
O=[N+]([O-])c1ccc(NC2CCCC2)cc1	-13	98	5	-8	102	99	100	98	99	100	24
COCCNC(=O)c1cc2cc(Cl)cc(Cl)c2oc1=O	-1	98	-2	2	100	99	100	100	98	97	-9
O=S(=O)(NC1CCN(Cc2ccccc2)CC1)c1cccc(S(=O)(=O)N2CCOCC2)c1	2	102	x	-36	98	102	103	100	103	110	0
COC(=O)c1ccc(CNC(=O)COC(=O)c2ccc(N(C)C)cc2)cc1	-2	96	0	-59	105	92	95	99	98	99	0
O=C1COc2ccc(C(=O)COC(=O)c3sc4ccccc4c3Cl)cc2N1	26	104	-4	-5	102	101	98	99	102	105	0
COc1ccc(/C=N\NC(=O)c2cccc([N+](=O)[O-])c2)cc1Cn1cc([N+](=O)[O-])cn1	30	99	19	-12	107	95	97	102	98	102	1
CN(CC(=O)NCc1ccccn1)S(=O)(=O)c1ccc(Cl)cc1	-11	101	x	-25	99	102	104	100	100	103	0
CC(C)N1CCC(N2CCN(C/C=C/c3ccc(F)cc3)CC2CCO)CC1 (stereo not given)	0	100	x	-30	102	96	98	107	98	99	-1
Cc1cc(N2C(=O)C3CC=CCC3C2=O)no1 (stereo not given)	8	100	x	-9	98	99	100	102	101	102	-1
CC1=C(C)C(=O)C(CCCCC#CCCCC#CCO)=C(C)C1=O	16	96	x	-11	104	96	93	95	98	95	1
O=C(NCc1cccnc1)c1cccc2c1C(=O)N(C1CCCCC1)C2	12	105	x	-16	103	102	105	103	103	106	0
Cc1cc2cc(CN(CCCO)S(=O)(=O)c3cccc4nsnc34)c(=O)[nH]c2cc1C	-8	104	x	-31	100	99	104	100	102	106	-2
CCOC(=O)N1CCN(S(=O)(=O)c2cc(Br)cc3c2N(C(C)=O)C(C)C3)CC1 (stereo not given)	-12	107	x	-14	101	102	107	99	107	103	-4
COc1ccccc1N1CCN(S(=O)(=O)c2cc(C)sc2C)CC1	23	98	x	-7	100	96	99	95	97	96	-1
CCOC(=O)c1nnc2cc(-c3ccccc3)nn2c1C	2	106	5	-30	83	97	107	107	103	110	-4
C=CCn1c(SCC2=C(C(=O)OCC)C(C)NC(=O)N2)nnc1C1CCCCC1 (stereo not given)	-15	104	x	-9	102	101	104	102	103	108	-1
O=C(CN(Cc1ccco1)C(=O)CNS(=O)(=O)c1ccccc1)NCc1ccccc1	9	99	15	-12	96	95	99	101	99	97	-4
O=C(NCCNc1ccc(Cl)cc1[N+](=O)[O-])c1cccnc1	16	95	x	13	103	93	92	102	93	95	-1
COc1ccccc1-n1c(SCC(=O)NC(C)(C)C)nc(O)cc1=O	6	98	-29	-18	104	96	100	99	101	107	-2
CC1CCCC/C1=N\NC(=S)Nc1cccnc1 (stereo not given)	-22	102	-5	-60	101	96	94	108	100	101	0
CCOC(=O)C1CCN(C(=O)CSc2ccccc2)CC1	11	103	x	-8	100	101	102	102	102	103	-1
CC(C)NC(=O)NC(=O)COC(=O)Cc1ccsc1	14	101	-2	-9	111	99	96	101	99	103	-5
CCCCCOC(=O)C1=C(C)NC(=O)NC1c1ccccc1OCC (stereo not given)	-5	99	-15	11	99	95	94	101	100	96	-3
COC(=O)c1sc(S(=O)(=O)NCC(=O)O)c(C(=O)OC)c1C	5	97	x	-8	100	93	96	102	97	96	0
Cc1cccc(C(=O)Nc2sc3c(c2C#N)CCCCC3)c1	-6	102	x	-13	100	99	103	96	99	105	1
COc1ccc(-c2cc3nc(-c4ccccc4)cc(N4CCC5(CC4)OCCO5)n3n2)cc1	-39	101	-7	-18	101	97	99	100	99	98	-5
O=P(c1ccc2c(c1)OCCO2)(N1CCOCC1)N1CCOCC1	-3	101	8	-13	90	101	102	101	102	104	1
COc1ccc(CC(=S)N2CCOCC2)cc1OC	6	99	x	-36	104	96	98	98	97	97	0
Cc1cccc(N2C(=O)CC(N3CCN(Cc4ccc(Cl)cc4)CC3)C2=O)c1 (stereo not given)	-2	102	-10	-43	103	102	102	101	101	102	3
Cc1ccc(-c2cn3cccc(C)c3n2)cc1	8	112	-3	-25	99	107	109	120*[activator]	118	108	-6
CCc1c(C(C)S(=O)(=O)c2ccccc2)[nH]c(=O)n1CC (stereo not given)	18	94	1	-14	96	95	95	98	97	101	0
Cc1ccccc1NC(=S)N(CCN(C)C)C(C)c1ccccn1 (stereo not given)	8	99	x	-33	99	100	99	97	97	107	-1
O=C(C1CCCN(S(=O)(=O)c2cccc3nsnc23)C1)N1CC=C(c2ccccc2)CC1 (stereo not given)	-12	98	3	-16	113	99	99	98	99	102	-4
COc1ccc(C)cc1NC(=O)CC(NC(C)=O)c1ccccc1 (stereo not given)	8	97	7	-14	105	95	99	101	100	99	4
COc1ccc(Br)cc1/C=N/NC(=O)c1ccco1	17	93	17	11	91	94	93	92	91	96	-4
O=c1c2ccccc2nc(/C=C/c2c[nH]c3ccccc23)n1-c1ccc([N+](=O)[O-])cc1	21	102	-7	-20	101	98	100	100	99	106	-7

More structures follow.
SMILES	Mcl1 Noxa PPI	HRas wt GTP	Pf gamet viab	Mcl1-Bid inh	RGS8-Gao reg	Rac1 mut GTP	Cdc42 wt GTP	Rab7 wt GTP bind	Rab2 wt GTP	Rac1 wt GTP bind	Mcl-1 Bim block
O=[N+]([O-])c1ccc(/C=N/Nc2nc(N3CCCCC3)nc(N3CCCCC3)n2)o1	-4	103	9	15	98	100	104	100	103	106	-1
O=C(COC(=O)[C@@H]1CCCN1S(=O)(=O)c1ccccc1F)Nc1ccc(OC(F)F)cc1	6	95	x	-4	100	94	94	97	94	95	0
COc1ccc(C(CC(=O)c2ccc(C)cc2)C(C#N)C#N)cc1OC (stereo not given)	-19	100	x	-21	99	97	99	96	96	104	-1
COC(=O)c1c(C)nn(-c2ccccc2)c1-n1cccc1	-15	101	14	-8	89	99	100	101	100	101	-2
CCOC(=O)c1cc(-c2ccccc2)sc1NC(=O)COC	15	100	-18	-13	100	98	98	107	101	104	1
CC(C)OC(=O)CSc1ncnc2c1cnn2-c1ccccc1	-8	103	-14	-9	103	102	105	100	101	106	0
CCN(CC)c1ccc(NC(=O)CN2CCN(c3ccc(F)cc3)CC2)cc1	47	102	0	-20	102	100	101	98	102	103	0
Fc1ccc(C2=CC(c3ccco3)n3ncnc3N2)cc1 (stereo not given)	11	104	x	-77	103	102	102	104	103	105	-4
CN(C(=O)CSc1nnc(NC2CCCCC2)s1)C1CCS(=O)(=O)C1 (stereo not given)	2	101	x	-60	97	98	96	101	99	104	1
Cc1cc(C)cc(N(C(C)C(=O)NC2CCCC2)S(C)(=O)=O)c1 (stereo not given)	-16	102	-26	-27	92	101	102	100	104	106	-2
CC1(C)CC2CC(C)(CN2C(=O)COC(=O)c2ccc(Cl)c(N)c2)C1 (stereo not given)	5	100	x	7	100	97	99	97	97	101	0

2 consecutive compounds already listed, quoted:
SMILES	Mcl1 Noxa PPI	HRas wt GTP	Pf gamet viab	Mcl1-Bid inh	RGS8-Gao reg	Rac1 mut GTP	Cdc42 wt GTP	Rab7 wt GTP bind	Rab2 wt GTP	Rac1 wt GTP bind	Mcl-1 Bim block
Cc1cc(C)cc(N(C(C)C(=O)NC2CCCC2)S(C)(=O)=O)c1 (stereo not given)	-16	102	-26	-27	92	101	102	100	104	106	-2
CC1(C)CC2CC(C)(CN2C(=O)COC(=O)c2ccc(Cl)c(N)c2)C1 (stereo not given)	5	100	x	7	100	97	99	97	97	101	0

Source: PubChem (several laboratories)

Compounds as they come. About 2.9% of those tested had a hit in this group.
